# Screens deposited in PubChem BioAssay by National Center for Advancing Translational Sciences (NCATS).
# Abeta yeast res: qHTS for compounds that reverse cellular toxicity of Amyloid beta (A-beta) peptide in yeast: Primary Screen | yeast expressing A-beta42, growth rescue, OD600, 48 h; response scale: 0% DMSO, 100% iron-clioquinol control | Potency, µM (titrated, usually from 46.1 µM), for the others: at the top dose growth rescue, actives largely listed as activators | actives 0.063% (n = 410,000); also: potency is read from the fitted curve at half-maximal effect; nearly all actives have a fitted effect of over 55% in size
#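 Growth rescue measured by 600 nm absorbance after 48 h yeast culture at 30 C with compound. Values normalized between DMSO and an equimolar ferric chloride plus clioquinol control.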
# A549 tox: Nrf2 qHTS screen for inhibitors: counterscreen for cytotoxicity | actives 0.16% (n = 390,000) | Potency, µM (top dose mostly 46 µM), without a hit: at the highest dose activity change, negative = cytotoxicity, hits mostly inhibitors | A549 ARE-Fluc cells, CellTiter-Fluor viability, 18-24 h; also: potency is read from the fitted curve at half-maximal effect; % is scaled to controls: 0 for no effect and ±100 for the full control effect
#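 A549 ARE-Fluc cells in 5% FBS OPTI-MEM, 5000 cells/well, rested 2 h then exposed to compounds in concentration-response for 18-24 h at 37 °C. Viability by CellTiter-Fluor fluorescence (Ex 405/Em 525) after 30 min; luciferase luminescence (BugLite, 15 min, RT) read afterwards.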
# Nrf2 ARE act: qHTS of Nrf2 Activators. AREc32 ARE-luciferase reporter (MCF7-derived line), luminescence, 24 h. Potency, µM (series often up to 46.1 µM), for inactives: top-dose activation, hits mostly activators. actives 0.31% (n = 410,000); also: potency is read from the fitted curve at half-maximal effect; % of control where 0% means no effect; nearly all actives have a fitted effect of over 65% in size
#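 Reporter line AREc32 (ARE-Fluc), seeded overnight in OPTI-MEM with 5% FBS; compound pin-transferred, 24 hr at 37 deg C, 5% CO2; luminescent read-out.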
# CCT chaperon mod: High-Throughput Screening for Modulators of Cytosolic Chaperonin Activity. AID 651819, 2012. activity change, % (test concentration not listed), hits read low. purified chaperonin ATPase assay, HTRF ADP detection, 30 min. actives 0.3% (n = 360,000); in the data active = activity change below about -30%; also: % is scaled to controls: 0 for no effect and ±100 for the full control effect
#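 ATPase activity: ADP formed was measured by HTRF Transcreener (665/615 nm ratio) after 30 min at 37 deg C with 10 uM ATP. Compounds screened at one 76 uM concentration against 40 or 20 nM TRiC in Tris pH 7.4/KCl/MgCl2/DTT buffer.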
# Nrf2 inh: Nrf2 qHTS screen for inhibitors | A549 ARE-Fluc reporter, luciferase luminescence, 18-24 h | Potency, µM (doses to about 46 µM), without a hit: at the top dose activity change, negative = inhibition, hits mostly inhibitors | actives 2.1% (n = 360,000); also: potency is read from the fitted curve at half-maximal effect; % is scaled to controls: 0 for no effect and ±100 for the full control effect; nearly all actives have a fitted effect of over 60% in size
#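 Reporter: ARE-Fluc in A549. Exposure: 18-24 h, 37 °C, 5% CO2, 5% FBS OPTI-MEM. Readouts: fluorescent cytotoxicity (CellTiter-Fluor), then luminescent Nrf2 signal after BugLite.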
# MmCpn inh: Inhibitors of TCP-1 ring complex (TRiC) of Methanococcus maripaludis (MmCpn): qHTS; purified Mm-Cpn ATPase, ADP Transcreener TR-FRET; Potency, µM (highest dose often 76.9 µM), without a hit: top-dose activity, negative = inhibition, most hits filed as inhibitors; actives 0.031% (n = 330,000); also: potency is read from the fitted curve at half-maximal effect; % is scaled to controls: 0 for no effect and ±100 for the full control effect; nearly all actives have a fitted effect of over 80% in size
#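 Eu-cryptate anti-ADP/ADP-d2 competition gives a ratio inversely related to ADP. Enzyme at 25 nM was pre-exposed to compound for 10 min, then given 10 uM ATP for 30 min, 37°C throughout.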
# HepG2 tox: qHTS for Inhibitors of TGF-b: Cytotox Counterscreen | actives 0.76% (n = 410,000) | HepG2 CAGA-GFP viability, ATP luminescence, 18 h | Potency, µM (titrated, usually from 46.1 µM), for inactives: at the top dose activity change, negative = cytotoxicity, usual class: cytotoxic; also: potency is read from the fitted curve at half-maximal effect; some results filed as inactive show a strong effect at the top dose
#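 CellTiter-Glo luminescence gave cytotoxicity after 18 hours at 37 degrees C. The cells were HepG2 CAGA-GFP in 1% FBS DMEM, stimulated with 500 pg/mL TGF-beta after compound addition. %Activity was normalised to no-cell wells (complete cell-killing) and DMSO (no toxicity), and curves were fitted and classified.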
# pAkt inh: HTS Assay for Inhibitors of Akt Phophorylation: Primary Screen; Neuro2A IGF-stimulated pAkt S473 HTRF, 20 min; stronger effect = lower value; activity change, % for hits at 50 µM; actives 0.32% (n = 360,000); AID 651550, 2012; in the data active = activity change below about -80%; inconclusive = mostly about -51% to -80%; also: % is scaled to controls: 0 for no effect and ±100 for the full control effect
#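 Neuro2A cells (4,500/well, DMEM with 0.5% FBS) were treated with compound at a single 50 µM final concentration, stimulated with 6 nM IGF for 20 min at 37 °C, and lysed. Phospho-Akt Ser473 was read by HTRF as 665/615 ratio ×10^4.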
# TGFb inhibitor: qHTS for Inhibitors of TGF-b | HepG2 CAGA-GFP TGF-b/SMAD3 reporter, GFP fluorescence, 18 h; TGF-beta stimulated, 500 pg/mL final | Potency, µM (doses to about 46.1 µM), for inactives: at the top dose activity, negative = inhibition, actives largely listed as inhibitors | actives 1.2% (n = 410,000) | AID 588855, 2011; also: potency is read from the fitted curve at half-maximal effect; % is scaled to controls: 0 for no effect and ±100 for the full control effect; nearly all actives have a fitted effect of over 65% in size
#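 HEPG2 CAGA-GFP cells (1000/well, DMEM with 1% FBS) were pre-incubated 2 h at 37 degrees C, given compound by pin tool, then stimulated with TGF-beta at 500 pg/mL final for 18 h before per-cell GFP fluorescence imaging.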
# An asterisk follows results filed as active; i = inactive; ? = inconclusive; nt = not tested or not shown. Unless noted, calls follow the shape of the dose curve; as a rule, active = well fitted curve in the direction sought with a large enough effect; inconclusive = small, poorly fitted or top-dose-only effect, or another doubt; inactive = no such curve, though single readings can be large; an effect the other way counts as inactive or inconclusive.
SMILES,Abeta yeast res,A549 tox,Nrf2 ARE act,CCT chaperon mod,Nrf2 inh,MmCpn inh,HepG2 tox,pAkt inh,TGFb inhibitor
C/C(=N\NC(=O)c1ccccc1C)c1cccnc1,-25%,-1%,4.2%,-2.7,?,-3%,2%,i,0%
CCC(C)(C(=O)NC1CCCC1)N(C(=O)c1cnccn1)c1c(C)n(C)n(-c2ccccc2)c1=O (stereo not given),0%,-1%,0.0%,-3.9,9%,1%,0%,i,-7%
COc1cc(C(=O)NCc2ccc(C)cc2)ccc1OCc1c(C)noc1C,1%,2%,1.5%,2.9,-16%,0%,-17%,i,0%
COc1ccc(OCC(O)CNC(=O)Nc2cccc3ccccc23)cc1 (stereo not given),15%,-6%,-0.6%,-0.6,?,0%,-3%,i,?
COC(=O)c1ccc(CNC(=O)C2CCC(=O)N(C3CCCCCC3)C2)cc1 (stereo not given),-1%,-2%,0.1%,1.9,4%,-1%,5%,i,4%
COc1ccc(NC(=O)CN2C(=O)NC(CC(C)C)C2=O)cc1S(=O)(=O)N1CCOCC1 (stereo not given),6%,1%,0.4%,0.4,3%,1%,-7%,i,?
Cc1cc(Cl)ccc1OCCSc1nnc(-c2cccs2)o1,8%,4%,4.4%,nt,-12%,nt,1%,nt,?
CC1=Cc2ccccc2C(C#N)N1C(=O)c1ccccc1 (stereo not given),?,-24%,0.8%,0.8,?,0%,-7%,i,-14%
CC(=O)NC(C)c1nc2ccccc2n1CC(=O)N1C(C)CCCC1C (stereo not given),-23%,4%,-0.1%,-0.1,-24%,0%,0%,i,6%
COc1cccc(NC(=O)c2oc3ccc(S(=O)(=O)N(C)C4CCCCC4)cc3c2C)c1,0%,8%,3.7%,nt,nt,nt,-20%,nt,?
O=C(c1ccc2c3c(cccc13)C(=O)N(O)C2=O)N1CCCCC1,10%,?,2.9%,0.2,?,-2%,-13%,i,0%
COc1cc(-c2cccc([C@H]3[C@@H]4C=CC[C@@H](C)[C@@H]4C(=O)N3Cc3ccccc3)c2)cc(OC)c1OC,9%,-13%,0.2%,-1.9,?,-2%,-26%,i,?
CC1=C(C(=O)N(C)C)CC(CC(=O)NCCCCc2ccccc2)C(=O)N1Cc1ccc(F)cc1 (stereo not given),5%,nt,-0.9%,0.5,nt,nt,-17%,i,-24%
O=c1c2ccccc2nc(SCc2cccc(F)c2)n1-c1cccc(S(=O)(=O)N2CCCC2)c1,16%,11%,-0.2%,-4.9,?,-2%,5%,i,-4%
Cc1cc(C)nc(SCc2c(F)cccc2Cl)n1,18%,0%,-0.1%,1.0,-5%,-1%,-19%,i,2%

# One compound at a time, as listed above. Screens in order: Abeta yeast res, A549 tox, Nrf2 ARE act, CCT chaperon mod, Nrf2 inh, MmCpn inh, HepG2 tox, pAkt inh, TGFb inhibitor
# Cc1cc(Cl)ccc1OCCSc1nnc(-c2cccs2)o1 in the list: 8%, 4%, 4.4%, nt, -12%, nt, 1%, nt, ?
# COC(=O)c1ccc(CNC(=O)C2CCC(=O)N(C3CCCCCC3)C2)cc1 (stereo not given) in the list: -1%, -2%, 0.1%, 1.9, 4%, -1%, 5%, i, 4%
# CC1=C(C(=O)N(C)C)CC(CC(=O)NCCCCc2ccccc2)C(=O)N1Cc1ccc(F)cc1 (stereo not given) in the list: 5%, nt, -0.9%, 0.5, nt, nt, -17%, i, -24%
# COc1cc(-c2cccc([C@H]3[C@@H]4C=CC[C@@H](C)[C@@H]4C(=O)N3Cc3ccccc3)c2)cc(OC)c1OC in the list: 9%, -13%, 0.2%, -1.9, ?, -2%, -26%, i, ?
# COc1ccc(OCC(O)CNC(=O)Nc2cccc3ccccc23)cc1 (stereo not given) in the list: 15%, -6%, -0.6%, -0.6, ?, 0%, -3%, i, ?

# Following part:
SMILES,Abeta yeast res,A549 tox,Nrf2 ARE act,CCT chaperon mod,Nrf2 inh,MmCpn inh,HepG2 tox,pAkt inh,TGFb inhibitor
CN(C)/C=C(\C(=O)c1ccccc1)c1nnnn1-c1ccccc1,-3%,-6%,-0.3%,-3.3,-6%,1%,-2%,i,21%
Cc1ccc(NC(=S)N2CCC(c3nc4ccccc4s3)CC2)cc1,16%,-8%,3.0%,-1.2,-13%,-1%,-14%,i,?
Cc1cc(C(=O)CSc2nc3ccccc3c(=O)[nH]2)c(C)n1C,11%,-12%,4.2%,-1.5,17%,-1%,0%,i,-3%
O=C(c1ccco1)N1CCN(C(c2ccccc2F)c2nnnn2Cc2cccs2)CC1 (stereo not given),3%,2%,2.2%,1.5,?,-2%,1%,i,-3%
Cc1ccc(Nc2nnc(C3C(=O)N(C)C4(C)CC3c3cc(Br)ccc3O4)s2)cc1 (stereo not given),10%,-7%,0.6%,-1.0,3%,-10%,6%,i,?
Cc1cccc(C(=O)Nc2ccc(C(=O)/C=C/c3cccnc3)cc2)c1,-4%,0%,11%,-5.8,?,3%,-60%,i,1.4µM*
Cc1[nH]c2ccccc2c1C(=O)CN1CC(C)CC(C)C1 (stereo not given),-3%,-11%,-0.3%,1.8,7%,1%,-2%,i,-14%
CCNC(=O)CCCOc1ccc(Cl)cc1Cl,14%,4%,0.0%,-0.1,11%,-1%,-17%,i,?
CCCCNC1=CC(=O)C(NCCCC)=CC1=O,8%,-11%,0.2%,1.0,0%,nt,-1%,i,-10%
COc1cccc(/C=C2/SC(=S)N(CC(=O)NC3C=CS(=O)(=O)C3)C2=O)c1 (stereo not given),1%,1%,5.7%,1.5,-2%,-2%,9%,i,20%
CCOC(=O)N1CCN(S(=O)(=O)c2ccc(-n3cnnn3)cc2)CC1,-15%,0%,-0.4%,0.2,-11%,1%,-9%,i,11%
CCOc1cc2c3c(c1)C(C)=CC(C)(C)N3C(=O)C2=O,13%,3%,3.0%,-1.7,-14%,-3%,10%,i,?
CCCC(=O)N1CCC1(C)C(=O)Nc1ccc(OC)c(OC)c1 (stereo not given),0%,nt,0.3%,-0.3,nt,nt,-1%,i,-6%
O=C(c1ccc(NS(=O)(=O)c2ccc3[nH]c(=O)[nH]c3c2)cc1)N1CCCC(C(F)(F)F)C1 (stereo not given),-11%,-3%,0.1%,-0.6,5%,-2%,-52%,i,-4%
CCN1CCN(c2nc3c(c(=O)[nH]c(=O)n3C)n2Cc2ccccc2F)CC1,-2%,7%,-0.7%,0.8,18%,0%,-61%,i,-7%
CCSc1ccccc1C(=O)Nc1ccc([N+](=O)[O-])cc1OC,0%,11%,1.0%,-0.9,-23%,1%,-22%,i,-8%
CCOC(=O)COc1ccc(C2C(C(=O)OC)=C(C)NC3=C2C(=O)c2ccccc23)cc1Cl (stereo not given),-16%,?,-5.3%,nt,7%,nt,-20%,nt,?
COc1ccccc1CN(C)C(C)C(=O)Nc1cccc(C(C)=O)c1 (stereo not given),13%,-2%,0.1%,3.0,?,-1%,-6%,i,-2%
O=C(Nc1ccn(Cc2ccccc2F)n1)c1ccc(COc2ccc(Cl)cc2Cl)o1,-6%,?,-0.8%,1.7,26µM*,-2%,-4%,i,?
Cc1ccc(S(=O)(=O)N2CCC(C(=O)Nc3nnc(-c4ccco4)s3)CC2)cc1,4%,2%,7.8%,-6.1,-15%,-5%,8%,i,?
Cc1ccc(C)c(S(=O)(=O)N2CCCC2CNC(=O)C(=O)NCCN2CCOCC2)c1 (stereo not given),-7%,0%,-0.8%,-2.0,-24%,-1%,6%,i,13%
CCOC(=O)C1CCN(c2nc3c(S(=O)(=O)c4ccc(Br)cc4)nnn3c3ccsc23)CC1,-11%,1%,0.3%,nt,14%,nt,0%,nt,?
Cc1cc(C)cc(N2C(=O)C3C4C=CC(C4)C3C2=O)c1 (stereo not given),1%,0%,-0.7%,-2.7,-1%,-2%,6%,-104%*,-28%
O=C(c1cc2nc(-c3ccco3)cc(C(F)(F)F)n2n1)N1CCN(c2ccccc2)CC1,-1%,-8%,6.3%,2.4,-28%,-2%,-18%,i,4%
N#Cc1ccsc1NC(=O)COC(=O)C1=NNC(=O)CC1,-1%,1%,0.7%,0.1,?,-6%,2%,i,-5%
Nc1c(C(=O)N2CCOCC2)oc2ccccc12,nt,1%,0.4%,-1.0,1%,1%,-38%,i,19%
CCOC(=O)c1c(NC(=O)COC(=O)c2ccc(Cl)nc2)sc(C)c1C,9%,nt,-1.4%,-1.7,nt,nt,0%,i,-17%
Cc1cccc(NC(=O)c2ccc(N(Cc3ccccc3)S(C)(=O)=O)cc2)c1,7%,-5%,?,nt,?,nt,-93%,nt,?

# With a hit mark in pAkt inh (from the list above):
Molecule | CCT chaperon mod | MmCpn inh | pAkt inh | TGFb inhibitor
Cc1cc(C)cc(N2C(=O)C3C4C=CC(C4)C3C2=O)c1 (stereo not given) | -2.7 | -2% | -104%* | -28%

# Quoted from the listing.
# MmCpn inh, N#Cc1ccsc1NC(=O)COC(=O)C1=NNC(=O)CC1 reads -6%
# A549 tox, CCC(C)(C(=O)NC1CCCC1)N(C(=O)c1cnccn1)c1c(C)n(C)n(-c2ccccc2)c1=O (stereo not given) reads -1%
# HepG2 tox, COC(=O)c1ccc(CNC(=O)C2CCC(=O)N(C3CCCCCC3)C2)cc1 (stereo not given) reads 5%
